# APJ antagonist: blocks the human apelin receptor APJ; P35414; CHO-K1 APJ beta-arrestin complementation, luminescence; inhibition, % at 20 µM; hit rate 0.32% among 330,000; AID 2521;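 active means inhibition above about 40% at 20 µM, limit read from the data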;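 further: cells challenged with 10 nM apelin-13 agonist together with compound; plate controls were apelin-13 plus DMSO wells for no effect and DMSO wells lacking apelin-13 for full effect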
# APJ ag: agonists of human APJ apelin receptor | P35414 | CHO-K1 APJ PathHunter beta-arrestin, luminescence; 0% DMSO wells, 100% apelin | activation, % at 20 µM | hit rate 0.11% among 330,000;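 active means activation more than six SD over the plate average, tested at 20 µM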;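 further: 0% = DMSO alone and 100% = apelin-13 at 10 nM; some results filed as inactive read as strong as hits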
#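 Test system: CHO-K1 APJ beta-arrestin complementation cell line. Amount: cell density 1000 per well. Controls: DMSO negative, 10 nM Apelin-13 positive. Signal: luminescent beta-gal fragment complementation, chemiluminescent substrate. Read-out basis: agonist-driven arrestin binding to APJ. Timing: compound stimulation 90 min at 25 °C, detection 60 min.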
# UPR XBP1 act: activators of adaptive arm of unfolded protein response (XBP1); CHO-XBP1 luciferase reporter, IRE1-XBP1 UPR activation, luminescence; percent of tunicamycin response, DMSO as zero; activation, % at 20 µM; hit rate 0.33% among 330,000; AID 463104;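 active means versus positive control, 20 µM dose yields 30% or more activation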;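 further: 100% = tunicamycin at 10 µg/mL and 0% = DMSO only wells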
#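 Material: CHO cell line with stable XBP1 luciferase reporter; schedule: 16-18 h cell attachment at 37 °C, then 6 h compound exposure; signal: glow luminescence from Steady-Glo reagent; medium: serum-containing F12 medium, 10% FBS; benchmarks: tunicamycin 10 µg/mL and vehicle-only wells; read-out: percent activation relative to tunicamycin reference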
# UPR CHOP act: apoptotic UPR (CHOP) activation; AID 449763; CHO-CHOP luciferase reporter, luminescence; percent of tunicamycin response over DMSO baseline; activation, % at 10 µM; hit rate 0.34% among 330,000;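 active means at 10 µM dose, activation of 40% or more, normalized to positive control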;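 further: 100% = tunicamycin at 10 µg/mL and 0% = DMSO alone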
#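 System: CHO CHOP reporter cells. Amount: 500 cells per well. Buffer or medium: F12 medium, 10% FBS. Compound dosing: one dose, 10 µM in 0.5% DMSO. Incubation: 6 h compound exposure at 37 °C after overnight seeding. Technique: Steady-Glo luciferase luminescence. Benchmarks: tunicamycin and DMSO controls.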
# Jurkat NFkB inh: lowers PMA/ionomycin-induced NF-kB signal in Jurkat cells. PMA/ionomycin-induced NF-kB luciferase reporter, luminescence. inhibition, % at 4 µM. hit rate 0.53% among 330,000; in the data active means inhibition above about 50%
# Mdm2 MdmX PPI: inhibitors of human Mdm2/MdmX interaction; SaOS-2 split-luciferase Mdm2/MdmX complementation, luminescence; inhibition, % at 8 µM; hit rate 3% among 330,000; AID 485346;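 active means inhibition of at least 50% at 8 µM in the primary screen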
# Target sequence (O15151 whole entry, looked up): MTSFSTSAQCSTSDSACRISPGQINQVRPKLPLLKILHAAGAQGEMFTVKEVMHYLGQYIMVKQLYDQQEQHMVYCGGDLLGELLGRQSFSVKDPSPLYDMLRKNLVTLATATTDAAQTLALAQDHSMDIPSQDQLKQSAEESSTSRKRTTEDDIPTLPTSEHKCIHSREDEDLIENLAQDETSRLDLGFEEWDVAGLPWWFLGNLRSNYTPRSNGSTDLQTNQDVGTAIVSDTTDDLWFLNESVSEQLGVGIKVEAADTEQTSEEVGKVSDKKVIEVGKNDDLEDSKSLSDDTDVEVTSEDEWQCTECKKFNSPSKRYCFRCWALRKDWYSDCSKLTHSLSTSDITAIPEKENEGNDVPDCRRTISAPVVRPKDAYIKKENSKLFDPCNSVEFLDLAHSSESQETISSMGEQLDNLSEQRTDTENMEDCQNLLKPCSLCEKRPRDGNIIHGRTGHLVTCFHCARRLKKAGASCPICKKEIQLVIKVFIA
# Target sequence (Q00987 whole entry, looked up): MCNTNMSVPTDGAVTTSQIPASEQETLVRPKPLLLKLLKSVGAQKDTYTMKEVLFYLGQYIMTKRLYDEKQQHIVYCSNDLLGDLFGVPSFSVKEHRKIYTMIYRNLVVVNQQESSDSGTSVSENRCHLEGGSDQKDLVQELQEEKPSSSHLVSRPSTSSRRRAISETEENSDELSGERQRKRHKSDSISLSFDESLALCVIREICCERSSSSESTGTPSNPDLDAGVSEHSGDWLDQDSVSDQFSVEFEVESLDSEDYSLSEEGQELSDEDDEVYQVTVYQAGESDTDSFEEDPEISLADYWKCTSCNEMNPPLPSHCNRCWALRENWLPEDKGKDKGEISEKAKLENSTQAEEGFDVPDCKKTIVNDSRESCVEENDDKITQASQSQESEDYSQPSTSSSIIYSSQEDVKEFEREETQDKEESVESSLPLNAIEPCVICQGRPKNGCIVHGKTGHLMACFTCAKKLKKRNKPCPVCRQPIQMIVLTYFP
# tim23-1 inh: inhibits growth of tim23-1 mutant yeast; S. cerevisiae tim23-1 growth, BacTiter-Glo luminescence, 24 h; inhibition, % at 20 µM; hit rate 1.3% among 330,000;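 active means growth inhibition of the mutant yeast at or above 50%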;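 further: temperature-sensitive mutant grown at 25 °C; plate controls were DMSO-treated mutant yeast for no effect and medium wells lacking yeast for full effect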
# 697 NFkB inh: inhibitors of the PMA/ionomycin-induced NF-kB reporter in 697 B cells; inhibition, % at 4 µM; 697 B-cell NF-kB luciferase reporter, 16 h; hit rate 0.33% among 330,000; in the data active means inhibition above about 35%
# * = called active by the depositor.
SMILES,APJ antagonist,APJ ag,UPR XBP1 act,UPR CHOP act,Jurkat NFkB inh,Mdm2 MdmX PPI,tim23-1 inh,697 NFkB inh
Cc1cc2oc(C(=O)N(Cc3ccccc3)C3CCS(=O)(=O)C3)c(C)c2cc1C (stereo not given),5,-3,-6,1.1,-1,8,18,-3
O=C(c1cccs1)N1CCN(S(=O)(=O)c2cccc(Cl)c2Cl)CC1,12,-2,-3,0.1,10,27,41,1
O=c1oc2ccccc2c(Nc2ccc(O)cc2)c1[N+](=O)[O-],15,-5,1,-1.2,0,14,14,19
CC1CCN(c2nc(-c3ccc(F)cc3)cc(C(F)(F)F)n2)CC1,-3,-5,-2,0.8,-11,22,-16,-51
Cc1ccc(Cl)cc1N1CCN(C(=O)CN2C(=O)c3cccc4cccc2c34)CC1,7,1,0,0.1,12,-28,8,10
COc1cccc(N2CC(C(=O)Nc3nnc(SCC(=O)N4CCOCC4)s3)CC2=O)c1 (stereo not given),-17,-2,0,0.2,-1,-9,14,18
COc1cc(OC)cc(C(=O)N[C@H](C(=O)Nc2ccc(S(=O)(=O)N(C)C)cc2)C(C)C)c1,-58,-2,-6,-0.5,-26,-17,28,6
C#CCOCCOCCOCCNc1nc(N2CCN(C(=O)[C@H](CCCCN)n3cc([C@@H](N)CO)nn3)CC2)nc(N2CCN(C(=O)[C@H](Cc3cc4ccccc4[nH]3)n3cc([C@@H](N)CO)nn3)CC2)n1,9,-4,1,-2.0,-9,-2,11,15
CC(C)(C)OC(=O)N1CCN(C(=O)c2[nH]cnc2C(=O)Nc2cccc(Cl)c2)CC1,-7,-1,-3,1.9,-9,24,-6,-12
CCc1ccc(C(=O)C(C)OC(=O)Cn2cnc3c2c(=O)n(C)c(=O)n3C)cc1 (stereo not given),-9,-3,-1,-1.3,-14,-8,8,-14
CCOC(=O)c1cnc(Nc2nc3ccccc3o2)nc1CSc1nnc(C)s1,14,-10,2,2.8,-33,45,11,-97
NS(=O)(=O)c1cccc(NC(=O)COC(=O)C2(c3cccc(F)c3)CCCC2)c1,-22,2,-2,1.0,5,-5,12,-18
COc1cccc(NS(=O)(=O)c2ccc3c(c2)N(C(C)=O)CCO3)c1,0,-1,-3,-0.1,-2,9,9,-20
CC(N=C1NS(=O)(=O)c2ccccc21)C(=O)OCC(=O)N(C)C1CCS(=O)(=O)C1 (stereo not given),-3,0,-1,0.1,5,-2,18,-2
COc1ccc2[nH]c(=O)c(CN(C(=O)COc3ccccc3)C(C)C)cc2c1,7,0,0,2.0,-1,5,1,17
CCN1CCN(CCCNC(=O)c2ccc(/C=C3/Sc4ccccc4N(Cc4ccccc4F)C3=O)cc2)CC1,-30,1,3,5.5,-21,94*,34,-15
Cc1nnc(SCCn2c(N3CCN(Cc4ccccc4)CC3)nc3c2c(=O)[nH]c(=O)n3C)s1,2,-1,-2,0.4,2,-11,2,-13
C/C=C(\C)C(=O)NCCN1C2=NC[C@@H](Cc3ccccc3)N2C[C@@H]1Cc1ccc(OC)cc1,4,-1,-2,-0.4,2,6,-6,2
COc1ccc2nc(SCC(=O)NC3(C#N)CCCCC3)[nH]c2c1,-3,13,-2,0.5,4,1,11,8
CN(CC(=O)Nc1c(Cl)cccc1Cl)C(=O)c1ccc(-n2cncn2)c([N+](=O)[O-])c1,-79,3,-2,-1.6,3,-5,-4,14
CCOC(=O)Cc1csc(NC(=O)CN2CCN(c3ccccc3)CC2)n1,11,-1,-3,0.0,0,25,5,1
O=C1CC(c2ccc(F)cc2)CC(O)=C1C=NCCN1CCN(C(=O)Nc2ccccc2)CC1 (stereo not given),-10,-4,0,-0.5,-4,-3,-4,19
CC(=O)c1nn(-c2ccc(Cl)cc2)cc1C(=O)c1ccccc1,5,-4,-3,1.1,12,15,-20,15
CCN(CC(=O)NCc1cccs1)S(=O)(=O)c1ccc(F)cc1,7,4,3,2.8,-1,24,13,23
CCCCCCC(O)(CCN1CCCCC1)c1ccccc1 (stereo not given),9,-1,2,1.8,9,-14,3,-12
CCc1cc2c3c(c1)C1(C(=O)N3C(C)(C)CC2C)C(C#N)=C(N)N2C(=C1C#N)Nc1ccccc12 (stereo not given),-41,5,0,3.8,28,32,36,-39
Cc1cccc(NC(=O)c2ccc(-n3ccnc3)nc2)c1,11,0,0,0.7,-2,22,-5,-4
CCc1sc(C(=O)NC2CCN(C)CC2)cc1Br,-35,-5,0,-1.1,-16,25,8,-4
C=CCc1cccc2cc(C(=O)NC3CCCCC3)c(=O)oc12,10,-2,-2,-0.4,-10,16,21,8
O=CC1=C(N2CCOCC2)/C(=C/c2ccc(Cl)cc2)CC1,2,-3,0,-0.9,2,-26,44,0
COc1cc2cnc(C3=CCCCC3)cc2cc1OC,10,-3,11,1.3,11,3,30,0
CCCc1cc(CNC(=O)C2CCC(=O)N(CCc3cccc(F)c3)C2)on1 (stereo not given),-12,2,-5,0.0,7,10,8,12
CCC(=O)Nc1ccc(C(=O)OCC(=O)c2cccs2)cc1,14,0,1,3.9,6,-3,14,7
N=c1sccn1CC(=O)Nc1ccc(S(=O)(=O)N2CCOCC2)cc1,-6,-2,-3,-1.4,-6,9,20,0
CCOc1ccc(N2CC(C(=O)N3CCCC3)CC2=O)cc1 (stereo not given),6,-3,2,0.7,14,9,-3,4
CC1(C)CC(NC(=O)CC(c2ccccc2)c2ccccc2)CC(C)(C)N1,8,-5,1,-1.4,-2,-11,11,4
N#CC1(Cc2ccc([N+](=O)[O-])cc2)c2ccccc2C=CN1C(=O)c1ccccc1 (stereo not given),10,-4,0,0.4,-2,21,16,-4
Cc1ccc(N2C(=O)c3ccc(C(=O)Nc4cccnc4)cc3C2=O)c(C)c1,2,4,-3,-1.4,-9,14,11,-11
Cn1nc(NC(=O)CC23CC4CC(CC(C4)C2)C3)c2c(F)cccc21,5,-3,1,1.1,4,-1,18,12
CSc1ccc(CN2C(=O)NC3(CCCCCCC3)C2=O)cc1,7,-1,-5,-2.3,3,24,50,2
COc1ccc(N=C(N)N=C(N)N)c(OC)c1,1,-1,-1,-0.4,5,-19,3,-5
COCOc1ccc(-c2cc(=O)c3c(OCOC)cc(OCOC)cc3o2)cc1,12,-4,5,5.3,-42,14,31,-25
O=C(Nc1ccc(N2CCOCC2)cc1)c1c(F)cccc1Cl,-28,-1,0,-0.7,-8,-1,20,6
S=c1[nH]nc(-c2cccc(Cl)c2)n1/N=C/c1ccco1,12,-2,-2,0.9,4,12,30,-18
COc1ccc(-c2nc3c4ccccc4ccn3c2CN2CCCCC2)cc1,12,-4,-2,0.4,16,19,24,-1
CC(=O)c1cn(CC(=O)Nc2c(C)cccc2C)c2ccccc12,-6,3,-1,-4.0,1,13,13,-31
COc1cccc(-c2ccc(SCC(=O)N3CCOCC3)nn2)c1,16,0,-1,0.7,-6,-11,8,-19
CCc1ccccc1NC(=O)CCC(=O)c1cccs1,-8,4,1,1.8,4,13,20,6
O=C(COC(=O)c1cc(Br)ccc1O)NNC(=O)c1cccs1,1,-2,-1,1.2,9,0,-4,2
O=C(OCC(=O)N1CCN(c2ccccc2)CC1)C1CCCN1S(=O)(=O)c1ccc(Cl)cc1 (stereo not given),-19,7,-4,2.5,2,18,24,29
C=CCn1c(C)cc(C2=NNC(=NC(C)(C)C)SC2)c1C,-3,-3,-6,-8.2,-19,88*,42,-165
CC(Sc1ccc(S(=O)(=O)N2CCN(C)CC2)cn1)C(=O)NC1CCCCC1 (stereo not given),2,-4,1,-0.4,5,-32,10,2
Fc1ccc(C2=Nn3c(Cc4ccccc4F)nnc3SC2)cc1,9,-4,6,-0.5,14,3,12,5
Cc1ccc(CN(C)C(=O)COC(=O)CSc2ccc([N+](=O)[O-])cc2)cc1,18,-3,-3,0.9,-4,14,21,19
O=C(Nc1ccc(S(=O)(=O)N2CCOCC2)cc1)c1cccc([N+](=O)[O-])c1,6,-1,-3,-0.6,1,14,12,6
CCCN(CCC)CCCNC(=O)CS(=O)Cc1nc(-c2ccc(OC)c(OC)c2)oc1C (stereo not given),0,-1,4,-2.1,-12,-2,8,14
CC(=O)NC1=NN(C(C)=O)C(C)(CCS(=O)(=O)c2ccc(Cl)c(Cl)c2)S1 (stereo not given),-25,-3,-3,6.4,-1,13,3,-15
COc1ccc2[nH]cc(CCNC(=O)Cc3ccc(Cl)cc3)c2c1,15,1,-3,-1.0,10,-8,-14,-13
CC(=O)c1cccc(NC(=O)c2ccc(S(=O)(=O)N3CCCCC3)cc2)c1,8,1,-2,-3.0,9,39,30,16
CCNS(=O)(=O)c1ccc(NC(=O)Nc2ccccc2OC)cc1,8,-2,1,3.2,4,-18,6,-14

# Reprinted from the part before: 2 entries, then new ones.
SMILES,APJ antagonist,APJ ag,UPR XBP1 act,UPR CHOP act,Jurkat NFkB inh,Mdm2 MdmX PPI,tim23-1 inh,697 NFkB inh
CC(=O)c1cccc(NC(=O)c2ccc(S(=O)(=O)N3CCCCC3)cc2)c1,8,1,-2,-3.0,9,39,30,16
CCNS(=O)(=O)c1ccc(NC(=O)Nc2ccccc2OC)cc1,8,-2,1,3.2,4,-18,6,-14
CN(C)c1ccnc2sc(C(=O)c3ccccc3)c(N)c12,6,-3,5,5.6,-95,-77,34,-79
CC1(C)C[C@H]2C3=CCC4[C@@]5(C)CC[C@H](O)[C@](C)(CO)C5CC[C@@]4(C)[C@]3(C)C[C@@H](O)[C@@]2(CO)[C@@H](O)[C@@H]1O (stereo not given in full),-4,-2,-1,-0.4,0,18,-8,4
Cc1ccccc1NC(=O)c1cccc(S(=O)(=O)N2CCCCC2)c1,14,0,-4,-1.0,7,8,33,10
CCCCc1nnc(NC(=O)C=C(C)C)s1,5,-2,4,4.2,-7,3,4,-11
CC1(C)NC(=O)N(CC(O)COc2ccc(N3C(=O)c4ccccc4C3=O)cc2)C1=O (stereo not given),10,-1,-2,-3.1,9,10,-1,-1
COc1cc(C(=S)N2CCN(c3cccc(Cl)c3)CC2)ccc1O,-39,6,7,1.0,41,55*,40,-10
CC(OC(=O)c1ccc(NC(=O)CC#N)cc1)C(=O)NC(c1ccccc1)c1ccccc1 (stereo not given),1,-2,-2,0.3,2,5,1,3
Cc1c(N2C(=O)c3cccc4cccc(c34)C2=O)c(=O)n(-c2ccccc2)n1C,9,-1,-4,-1.2,8,6,12,13
Cc1nn(-c2ccccc2)nc1C(=O)Nc1ccc2c(c1)OCCO2,10,-3,-4,-0.7,7,6,21,8
Cn1cc(Br)c(-c2cccc(N3C(=O)CC(C)(C)CC3=O)c2)n1,-7,3,-1,0.6,-3,-5,-1,-4
COc1ccc(/C(O)=C2/C(=O)C(=O)N(CCN(C)C)C2c2ccccn2)cc1OC (stereo not given),5,-1,-1,0.2,-4,-15,2,8

# Grouped by structure: the entries above with bromine.
SMILES,APJ antagonist,APJ ag,UPR XBP1 act,UPR CHOP act,Jurkat NFkB inh,Mdm2 MdmX PPI,tim23-1 inh,697 NFkB inh
CCc1sc(C(=O)NC2CCN(C)CC2)cc1Br,-35,-5,0,-1.1,-16,25,8,-4
O=C(COC(=O)c1cc(Br)ccc1O)NNC(=O)c1cccs1,1,-2,-1,1.2,9,0,-4,2
Cn1cc(Br)c(-c2cccc(N3C(=O)CC(C)(C)CC3=O)c2)n1,-7,3,-1,0.6,-3,-5,-1,-4

# Source: PubChem BioAssay (Sanford-Burnham Center for Chemical Genomics)
